S3 lipid droplet: qHTS Assay for Lipid Storage Modulators in Drosophila S3 Cells. Drosophila S3 cells, BODIPY lipid droplet fluorescence, 18-24 h; cells fed with added oleic acid. Potency in µM for hits, for the others lipid storage change, negative = inhibition, % at the top dose, mostly 46.1 µM. 0.64% of 320,000 active; active = well fitted inhibition curve with a large enough effect in the signal ratio, with a control signal flat, not every such curve was filed as active; inconclusive = small, poorly fitted or top-dose-only effect, or effect the other way, or a change in a side signal; the % refers to the signal ratio
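Laser-scanning cytometry quantifies lipid droplet accumulation (500–530 nm total intensity; droplet/cell object ratio) in oleic acid-fed (400 uM added) Drosophila S3 cells treated with a concentration series. 20 uM Triacsin C defined 100% inhibition.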
S3 lipid droplet cell count max: recorded beside S3 lipid droplet, whose call it bears; cell number change, %; measured here: cell count max response;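 cells counted by Cell Tracker Red CMTPX staining in the red channel; peak over a dose series mostly up to 46.1 µM; percent activity relative to internal control wells on each plate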
* marks the source's active call; other numbers are inactive results; i = inactive; ? = inconclusive; · = not tested or not shown; [ ] = remark or other dose. % is set by controls: 0 for no effect and ±100 for the full control effect; potency is the fitted concentration of half-maximal effect. Only part of the results is shown; rates above refer to the full screens.

A first look (five entries):
SMILES | S3 lipid droplet | S3 lipid droplet cell count max
N=c1c(C(=O)NCc2ccco2)cc2c(=O)n3ccccc3nc2n1CCc1ccccc1 | ? | ·
Cc1cc(O)cc(=O)n1CCc1ccccc1 | i | -1.8
O=C1C=CC(=O)N1c1ccc(I)cc1Cl | 1.1% | -1.7
Fc1ccc(OCc2nc(-c3cccs3)no2)cc1 | -3.6% | -8.4
O=C(CC1S/C(=N/N=C/c2c[nH]c3ccccc23)NC1=O)Nc1ccccc1 (stereo not given) | ? | ·

The list itself, from the start:
SMILES | S3 lipid droplet | S3 lipid droplet cell count max
N=c1c(C(=O)NCc2ccco2)cc2c(=O)n3ccccc3nc2n1CCc1ccccc1 | ? | ·
Cc1cc(O)cc(=O)n1CCc1ccccc1 | i | -1.8
O=C1C=CC(=O)N1c1ccc(I)cc1Cl | 1.1% | -1.7
Fc1ccc(OCc2nc(-c3cccs3)no2)cc1 | -3.6% | -8.4
O=C(CC1S/C(=N/N=C/c2c[nH]c3ccccc23)NC1=O)Nc1ccccc1 (stereo not given) | ? | ·
CN(C)/N=C/c1ccc([N+](=O)[O-])cc1[N+](=O)[O-] | 4.9% | -2.9
COc1ccccc1N(C)C(=O)c1cc(S(=O)(=O)N2CCCC2)cn1C | i | 15.9
CC(Sc1nnc(Cc2cccs2)n1C)C(=O)Nc1ccc(C(N)=O)cc1 (stereo not given) | ? | ·
CC1(C)OC(=O)C(=Cc2ccc(-c3ccc(S(N)(=O)=O)cc3)o2)C(=O)O1 | ? | ·
CC(C)c1ccc(NC(=O)COc2nncc3ccccc23)cc1 | 0.3% | -7.2
CN(c1ccccc1C(=O)Nc1ccc(S(=O)(=O)N2CCOCC2)cc1)S(C)(=O)=O | ? | ·
CN(c1ccccn1)c1ncnc2[nH]ncc12 | 10.2% | 19.2
Cc1ccc(S(=O)(=O)N2CCN(C(=O)COC(=O)c3c(C)noc3C)CC2)c(C)c1 | ? | ·
O=C(CCN1C(=O)C2CC=CCC2C1=O)Nc1cccc(S(=O)(=O)N2CCCCC2)c1 (stereo not given) | ? | ·
CCOc1ccc(NC(=S)NC(=O)c2c(Br)cnn2C)c([N+](=O)[O-])c1 | ? | ·
O=C(c1ccc(CS(=O)c2ccccc2Cl)o1)N1CCCCCC1 (stereo not given) | i | -21.2
COc1ccc(OCC(=O)Nc2cccc(-c3nc4ccccc4[nH]3)c2)cc1 | ? | ·
CC(C)c1ccc(N(CC(=O)NCc2cccnc2)S(=O)(=O)c2ccccc2)cc1 | ? | ·
CC1C(=O)OC2C1CCC1(C)CCC(=O)C(C)C21 (stereo not given) | i | ·
O=C1OC(/C=C/c2ccccc2)=NC/1=C/C=C/c1ccccc1 | ? | ·
COc1ccc(-c2cc3ccccc3nc2N)cc1OC | -6.3% | -11.1
O=C(c1ccccc1)C(Sc1ncn[nH]1)c1ccccc1 (stereo not given) | -2.0% | -20.3
CCOc1ccc(C(=O)CCC(=O)Nc2cc(C)ccn2)cc1 | 11.0%[0.0737 µM] | ·
COc1ccccc1C(=O)NC1CC2CCC(C1)N2Cc1ccccc1 (stereo not given) | i | -13.4
C=CCN1C(=O)/C(=C/C(=O)OC)S/C1=N\NC(=O)c1ccccc1 | ? | ·
O=C(COC(=O)c1cc(S(=O)(=O)NCc2ccccc2)ccc1O)NCc1ccccc1 | ? | ·
CCOc1ccc(-c2nc(S(=O)(=O)c3ccccc3)c(N3CCOCC3)o2)cc1 | ? | ·
CCOC(=O)c1ccc(NC(=O)CN2CCN(C(=O)C3CCCO3)CC2)cc1 (stereo not given) | i | 2.8
Cc1cc(NC(=O)c2cc(C(C)C)on2)nn1Cc1ccc(Cl)cc1 | ? | ·
O=C(Nc1ccccc1N1CCN(c2ccccc2)CC1)C12CC3CC(CC(C3)C1)C2 | -6.4% | -0.1
CSCCC1NC2(C(=O)Nc3c(Cl)cccc32)[C@@H]2C(=O)N(C3CCCC3)C(=O)[C@H]12 (stereo not given in full) | ? | ·
O=S(=O)(c1ccc(OCC(O)CN2CCN(c3ccccc3)CC2)cc1)N1CCOCC1 (stereo not given) | ? | ·
Cc1c(Cl)cccc1NC(=O)CSc1nncn1-c1ccccn1 | ? | ·
CC(C)(C)NC(=S)N1CCC(C(=O)c2ccc(Cl)cc2)CC1 | i | 18.5
Cc1ccc(C(=O)Nc2ccsc2C(=O)O)cc1 | -3.0% | -2.0
O=C(Nc1ccc(CN2CCOCC2)cc1)c1ccc(Cl)cc1 | ? | ·
CN(C(=O)CSc1nnc(-c2cccs2)o1)C1CCS(=O)(=O)C1 (stereo not given) | ? | ·
COc1ccc(C(=O)NNC(=S)NC(=O)c2ccco2)cc1 | -27.0% | 1.4
CCc1c2ccccc2nn1-c1ccccc1C(=O)C(C)=O | -28.6% | -6.6
Cc1ccc(-c2c(C)n([O-])c3c([n+]2=O)CCCC3)o1 | 6.8% | 5.3
Cc1ccc(C2(c3ccc(C)cc3)CC2C(=O)NC(C)C)cc1 (stereo not given) | ? | ·
COc1cccc(NC(=O)Cn2c3ccc(F)cc3c3nc4n(c(=O)c32)CCCS4)c1 | i | 4.3
CCCc1ccc2oc(C(=O)N(C)CCn3ccnc3C)c(C)c2c1 | ? | ·
NC(=O)C1CCN(C(=O)CCC(=O)N2CCOc3ccc(Cl)cc32)CC1 | -3.0% | -3.5
CC(C)c1ccc(CNc2ccc3c(c2)ncn3C)cc1 | ? | ·
COc1cc(C(CC(=O)N2CCCC2)c2c(OC)cc(OC)c3c(-c4ccccc4)cc(=O)oc23)cc(OC)c1OC (stereo not given) | ? | ·
COc1ccc(C(C(=O)NC2CCCCC2)N(C(=O)c2cccs2)c2ccc3c(c2)OCO3)cc1 (stereo not given) | -3.6% | -1.3
CCOC(=O)N1CCN(Cc2nc(-c3ccc(Cl)cc3)no2)CC1 | 0.4% | -9.0
O=C(Nc1cc(S(=O)(=O)Nc2ccc(Cl)cc2)ccc1N1CCCCC1)c1ccc(F)cc1Cl | ? | ·
COc1ccccc1CNC(=O)Cc1ccc(C)cc1 | ? | ·
CCOC(=O)C1=C(C)N=c2s/c(=C\c3cc(OC)c(OC)c(OC)c3)c(=O)n2C1/C=C/c1ccccc1 (stereo not given) | -1.0% | 1.5
O=C(C1CCC1)N1CCN(S(=O)(=O)c2cc(F)ccc2F)CC1 | -4.2% | ·
COc1ccccc1NC(=O)CCNC(=O)c1ccc(C)cc1 | i | ·
Cc1cc(=O)oc(C)c1C(=O)OCC(=O)c1ccccc1 | ? | ·
CC(C)Cc1nnc(NC(=O)CCc2ccccc2)s1 | i | 6.3
CC1(C)CC(=O)C=C(NC2CCCCCCC2)C1 | 4.2% | -1.2
O=C(Nc1nc(-c2ccccn2)cs1)C1CC1 | ? | ·
COc1ccc(C(=O)C2CCN(C(=O)c3ccc(C)cc3)CC2)cc1 | ? | ·
Cc1ncc([N+](=O)[O-])n1CC(=O)Nc1ccc(F)cc1F | ? | ·
COC(=O)C1CCN(C(=O)C(C)Oc2ccc(Cl)cc2Cl)CC1 (stereo not given) | ? | ·
More entries follow:
SMILES | S3 lipid droplet | S3 lipid droplet cell count max
COC(=O)Nc1nnc(-c2ccc(OC)cc2)s1 | -8.9% | 12.9
COc1ccc(Nc2oc(COc3ccc(OC)cc3)nc2C#N)cc1 | ? | ·
CCC(Sc1nnc(C)s1)C(=O)Nc1nccs1 (stereo not given) | 11.8% | -15.3
Cc1cc(-c2c(C)n([O-])c(C)c(C)[n+]2=O)ccc1F | ? | ·
CCCn1ccc(O)c(Cc2ccc(Cl)cc2)c1=O | -5.0% | ·
Cc1ccnc(NC(=O)CCC(=O)N(CC(=O)NC(C)(C)C)c2ccc3c(c2)OCCO3)c1 | -7.5% | 5.8
COc1ccc(C(=O)N2CCCCCC2)cc1OC1CCN(C(C)C)CC1 | 1.5% | ·
COc1ccc(CNC(=O)CN(C(=O)CCC(=O)Nc2nccs2)c2ccccc2C)cc1 | i | 33.3
CCn1c(CSc2nc3ccccc3s2)n[nH]c1=S | ? | ·
Cc1c(-n2c(SCC(=O)NC(C)C(C)C)nc3ccccc3c2=O)c(=O)n(-c2ccccc2)n1C (stereo not given) | ? | ·
Cc1cc(C)c(C)c(S(=O)(=O)N2CCN(CC(=O)Nc3ccc([N+](=O)[O-])cc3)CC2)c1C | -9.9% | 2.8
O=C(Nc1ccccc1Cl)c1ccccc1Oc1ccc(C(F)(F)F)cc1[N+](=O)[O-] | -9.1% | -26.1
Cc1ccc(NC(=O)CS(=O)CC(=O)Nc2cccc(C)c2C)cc1F (stereo not given) | i | 18.3
Cc1ccc(C)c(NC(=O)c2nc(-c3ccccc3)n(-c3ccccc3)n2)c1 | ? | ·
Fc1cccc(Cl)c1/C=N/n1c(-c2cccnc2)n[nH]c1=S | 2.7% | -1.6
Cc1noc(C)c1COc1ccc(C(=O)NCCc2ccc(S(N)(=O)=O)cc2)cc1 | 23.0% | 9.6
COCc1c(C(=O)OCC(=O)NCCc2ccc(S(N)(=O)=O)cc2)oc2ccccc12 | 2.3% | 3.3
COc1cccc2c1OC[C@@H](CO)[C@H]2N(C)C(=O)Nc1ccc(Cl)cc1 | ? | ·
Cc1cc(C)n(-c2ccc(C(=O)OCC(=O)NCc3ccc(F)cc3)cc2)n1 | ? | ·
O=C(Nc1ccc(NC(=O)N2CCN(c3ccccc3O)CC2)cc1)N1CCN(c2ccccc2O)CC1 | ? | ·
CCOc1ccc(OCCC(=O)OCC(=O)NCc2ccc(Cl)cc2)cc1 | 9.5% | -0.6
O=S(=O)(c1cccc(-c2nc3ccccc3s2)c1)N1CCCC1 | ? | ·
CC(C)OC(=O)c1cccc2c1C(=O)c1ccccc1-2 | 6.1% | 7.7
CCOC(=O)CNC(=O)/C=C/c1c(Cl)cccc1Cl | ? | ·
O=C(CCNC(=O)c1ccccc1Cl)Nc1ccc(Br)c(C(F)(F)F)c1 | ? | ·
Cc1[nH]n(-c2ccccc2)c(=O)c1/C=N/c1ccccn1 | -18.7% | ·
COc1ccccc1C(=O)NCCn1cc(SCC(=O)Nc2cc(C)on2)c2ccccc21 | -10.2% | -11.9
COc1cc(CN2CCC(C(=O)N3CCCC(C)C3)CC2)cc(Br)c1O (stereo not given) | 4.0% | -1.2
COc1ccc(C(=O)NCc2cn3ccccc3n2)cc1 | -1.4% | 13.6
Cn1c(=O)c2c(nc(CN3CCc4ccccc4C3)n2CCCO)n(C)c1=O | -7.7% | 5.0
COc1ccc(S(=O)CC(=O)Nc2ccccc2Cl)cc1 (stereo not given) | ? | ·
Nc1cccc2c1C(=O)N(C(=O)/C=C/c1cccc(F)c1)C2=O | -19.8% | -23.5
CCOc1ccccc1OCCOc1cccc(C(F)(F)F)c1 | 6.3% | 14.0
CSc1nc(C)c(CCOC(=O)c2cccc(C)c2)c(=O)[nH]1 | ? | ·
O=C(O)c1cccc(NC(=O)c2ccc(CN3C(=O)c4ccccc4C3=O)cc2)c1 | i | 13.9
CCOC(=O)C1=C(Cn2ccc(C(F)(F)F)n2)NC(=O)NC1c1ccc2c(c1)OCO2 (stereo not given) | ? | ·
COc1ccccc1NC(=O)CSc1nnc(CNC(=O)c2cccs2)o1 | ? | ·
Cc1cc(C)c2oc(C(=O)N3CCN(C)CC3)cc(=O)c2c1 | 0.1% | 9.3
O=C(NCC1CCCN1S(=O)(=O)c1cccs1)c1ccccc1 (stereo not given) | ? | ·
O=c1oc2ccccc2c(Nc2ccccc2)c1[N+](=O)[O-] | 7.1% | -7.5
Clc1cccc(Cc2ccc(Cl)nn2)c1 | ? | ·
CC(Sc1nnc2n1CCCCC2)C(=O)Nc1cccc(S(=O)(=O)N2CCOCC2)c1 (stereo not given) | ? | ·
COC(=O)c1cccc(N(CC(=O)NCC2CCCO2)C(=O)CCC(=O)Nc2cc(C)on2)c1 (stereo not given) | ? | ·
Cc1cccc(NC(=S)N2CCN(C(=O)c3ccco3)CC2)c1C | i | 10.7
CN1CCN(Cc2nc(N)nc(Nc3ccc4c(c3)OCCO4)n2)CC1 | 1.7% | -0.2
COc1ccccc1C1=NN(C(=O)c2ccccc2)C(c2ccc(Br)cc2)C1 (stereo not given) | 12.4% | 6.7
CC(=O)NC(Cc1c[nH]c2ccccc12)C(=O)NCc1ccco1 (stereo not given) | ? | ·
CSc1nc2ccc(NS(=O)(=O)c3ccc([N+](=O)[O-])cc3)cc2s1 | -2.0% | 24.6
Cn1c(SCC(=O)NCc2ccccc2)nc2ccccc21 | -5.5% | -10.3
CN1CCN(C(=O)c2ccc(CS(=O)(=O)c3c(Cl)cccc3Cl)o2)CC1 | 0.2% | -19.0
COc1ccc(C2=NOC(C(=O)Nc3cc(Br)ccc3O)C2)cc1OC (stereo not given) | ? | ·
Cn1ccsc1=NC(=O)c1ccccc1OC(F)F | ? | ·
O=C(Nc1nc(-c2ccc(F)cc2)cs1)C1CCCO1 (stereo not given) | ? | ·

Copied from the listing, 4 compounds:
SMILES | S3 lipid droplet | S3 lipid droplet cell count max
CN1CCN(C(=O)c2ccc(CS(=O)(=O)c3c(Cl)cccc3Cl)o2)CC1 | 0.2% | -19.0
COc1ccc(C2=NOC(C(=O)Nc3cc(Br)ccc3O)C2)cc1OC (stereo not given) | ? | ·
Cn1ccsc1=NC(=O)c1ccccc1OC(F)F | ? | ·
O=C(Nc1nc(-c2ccc(F)cc2)cs1)C1CCCO1 (stereo not given) | ? | ·
